Assay outcomes from PubChem.
HTR5A inv ag – HTR5A inverse agonists in luminescence cell assay, primary screen, counter-screen for OPRM1-OPRD1 heterodimer inverse agonist project, full-deck HTS; AID 504634, 2011; 0.083% of 340,000 active; 5-hydroxytryptamine receptor 5A (Homo sapiens), P47898; inhibition, % at 9.3 µM; HTR5A cell line, inverse agonism; in the data active means inhibition mostly above about 23%, no sharp cut-off; inactive means mostly below about 18%;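 further: 0% = cells with DMSO and 100% = no-cell wells with DMSO; some compounds called inactive have numbers as strong as hits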
Target sequence (P47898 whole entry, looked up): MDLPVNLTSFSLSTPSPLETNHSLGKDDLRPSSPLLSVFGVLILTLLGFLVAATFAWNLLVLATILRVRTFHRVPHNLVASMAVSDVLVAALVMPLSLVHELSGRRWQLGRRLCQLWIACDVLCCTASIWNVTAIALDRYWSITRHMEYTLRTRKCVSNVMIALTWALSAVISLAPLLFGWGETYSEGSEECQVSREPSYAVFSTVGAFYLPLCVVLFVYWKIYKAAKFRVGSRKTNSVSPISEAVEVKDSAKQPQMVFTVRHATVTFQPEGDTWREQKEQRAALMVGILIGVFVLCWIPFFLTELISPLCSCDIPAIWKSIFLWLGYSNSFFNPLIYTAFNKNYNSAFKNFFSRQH
RTF Ca sens inh – cardiac RTF calcium sensitivity inhibitors, primary screen, biochemical, IANBD-TnC fluorescence, EC70 calcium. Troponin I, cardiac muscle (Homo sapiens) + Troponin T, cardiac muscle (Homo sapiens) + …. IANBD-labeled cardiac RTF, Ca2+ fluorescence. inhibition, % at 7.15 µM. 0.12% of 340,000 active. AID 493244, 2011;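 active means inhibition above the mean inhibition of all tested compounds plus 3 SD, cut at about 17% in these data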;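 further: assay run at fixed EC70 calcium of 1.6 mM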
CAL-PDZ inh HTS – untagged CAL PDZ binding inhibitors, primary screen, biochemical, fluorescence polarization, HTS; purified CAL PDZ, TMR-peptide fluorescence polarization, 1 h; inhibition, % at 24.9 µM; 0.92% of 300,000 active; AID 602252, 2012;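 active means mean inhibition of at least 30% with at least half of replicates also reaching 30%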;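 further: 0% = DMSO neutral control and 100% = excess unlabeled competitor peptide PRC23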
V-ATPase pH – regulators of yeast V-ATPase proton pumping, primary screen, pHLuorin cytosolic pH fluorescence. AID 504577, 2011. 0.37% of 350,000 active. S. cerevisiae. response, % at 10 µM; in the data active means response mostly above about 7.3%, no sharp cut-off; inactive means mostly below about 5.4%; further: actives read high; inactives centre near 0; some compounds called inactive have numbers as strong as hits; reference of the scale not given here
Keap1 Nrf2 FP – Keap1-Nrf2 protein-protein interaction inhibitors, primary screen, biochemical, fluorescence polarization, single point; Kelch-like ECH-associated protein 1 (Homo sapiens), Q14145; Keap1 Kelch-Nrf2 peptide fluorescence polarization, 1536-well; inhibition, % at 9.4 µM; 0.15% of 340,000 active; AID 504523, 2011; in the data active means inhibition above about 12%;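 further: human Keap1 Kelch domain with fluorescein labeled Nrf2 9mer peptide probe; 0% = neutral control wells and 100% = peptide positive control; higher means more block of Keap1 binding to Nrf2 peptide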
Target sequence (Q14145 whole entry, looked up, the tested form may be a part): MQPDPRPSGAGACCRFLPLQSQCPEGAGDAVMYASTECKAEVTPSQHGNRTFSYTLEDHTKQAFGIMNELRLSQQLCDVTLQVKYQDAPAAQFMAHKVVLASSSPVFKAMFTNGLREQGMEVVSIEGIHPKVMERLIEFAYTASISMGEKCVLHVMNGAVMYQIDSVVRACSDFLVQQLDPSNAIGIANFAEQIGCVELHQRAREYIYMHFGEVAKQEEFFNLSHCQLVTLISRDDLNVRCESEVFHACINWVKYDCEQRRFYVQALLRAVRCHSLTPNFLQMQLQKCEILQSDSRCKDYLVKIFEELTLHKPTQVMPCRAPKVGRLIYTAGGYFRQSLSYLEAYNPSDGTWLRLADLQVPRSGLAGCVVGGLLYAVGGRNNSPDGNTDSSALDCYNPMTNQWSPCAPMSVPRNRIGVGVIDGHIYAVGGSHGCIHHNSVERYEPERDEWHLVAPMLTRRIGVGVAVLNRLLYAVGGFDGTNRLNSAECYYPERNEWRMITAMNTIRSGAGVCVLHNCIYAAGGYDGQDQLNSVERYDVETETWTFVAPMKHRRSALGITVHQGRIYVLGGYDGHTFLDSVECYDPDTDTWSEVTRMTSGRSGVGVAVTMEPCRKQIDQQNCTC
HTR5A ag – HTR5A agonists in luminescence cell assay, primary screen, counter-screen for OPRM1-OPRD1 heterodimer agonist project, full-deck HTS | 5-hydroxytryptamine receptor 5A (Homo sapiens), P47898 | cell-based | activation, % at 9.3 µM | 0.61% of 340,000 active; in the data active means activation mostly above about 9.5%, no sharp cut-off; inactive means mostly below about 7.6%;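 further: 0% = cells with vehicle only and 100% = reference agonist; strong numbers were not always called active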
MOR-DOR ag – agonists of OPRM1-OPRD1 heterodimerization, primary screen, cell-based, luminescence; Mu-type opioid receptor (Homo sapiens) + Delta-type opioid receptor (Homo sapiens), …; 0.3% of 340,000 active; activation, % at 9.3 µM; cells; in the data active means activation above about 18%;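 further: 0% = vehicle-treated cells and 100% = reference agonist; values of inactives mirror those of a sister screen read the other way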
OPRM1-OPRD1 inv – inverse agonists of MOR-DOR heterodimerization, primary screen, cell-based, luminescence. Mu-type opioid receptor (Homo sapiens) + Delta-type opioid receptor (Homo sapiens), …. cell-based MOR-DOR heterodimer luminescence, inverse agonism. inhibition, % at 9.3 µM. 0.21% of 340,000 active. AID 504357, 2011; in the data active means inhibition above about 22%, passing the limit was not always enough;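 further: 0% = cells with DMSO and 100% = wells without cells with DMSO; values of inactives mirror those of a sister screen read the other way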
RTF Ca sens act – cardiac RTF calcium sensitivity activators, primary screen, biochemical, IANBD-TnC fluorescence, EC20 calcium. Troponin I, cardiac muscle (Homo sapiens) + Troponin T, cardiac muscle (Homo sapiens) + …. IANBD-labeled TnC RTF fluorescence at EC20 calcium; 0% EC20 calcium, 100% full calcium. activation, % at 7.2 µM. 0.24% of 340,000 active. AID 493008, 2010;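 active means activation above the mean over all tested compounds plus 3 SD, cut at about 30% in these data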;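 further: rise in fluorescence read as greater calcium sensitivity of cardiac thin filaments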
LANA DNA inh – inhibitors of KSHV C-LANA binding to DNA, primary screen, biochemical, fluorescence polarization, FAM-LBS DNA, MBP-C-LANA, single point; Kaposi's sarcoma herpesvirus LANA C-terminal domain (residues 932-1162) DNA binding; inhibition, % at 9 µM; 0.078% of 340,000 active; AID 504423, 2011;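 active means highest replicate inhibition at or above 60% at 9 µM, even if other replicates fall short; inactive means all replicates below 60% inhibition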;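 further: 0% = neutral control wells and 100% = 4 µM acridine orange control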
* = called active by the depositor; . = no result given. No enrichment for hits; overall some 2.8% were active at least once.

SMILES	HTR5A inv ag	RTF Ca sens inh	CAL-PDZ inh HTS	V-ATPase pH	Keap1 Nrf2 FP	HTR5A ag	MOR-DOR ag	OPRM1-OPRD1 inv	RTF Ca sens act	LANA DNA inh
Cc1cccc(CC2CC(=O)N(c3ccc(C)cc3Br)C2=O)c1 (configuration not stated)	7	-5	-1	-3	1	-2	-2.5	12	-5	-2.0
Cc1ccc(C)c(NC(=O)c2cc(-c3ccccc3)nn2-c2ccccc2)c1	10	1	-7	-1	-1	-3	0.6	-3	2	0.7
CC(=O)c1n[nH]nc1Nc1nc(C)cc(C)n1	5	-3	.	-1	-5	-2	-3.6	19	4	-0.3
CCn1cc(SCC(=O)N2CCOCC2)c2ccccc21	-39	-6	.	5	0	13	-0.2	1	5	1.3
CCOC(=O)c1c(C)[nH]c(C)c1S(=O)(=O)NCCc1cccs1	-6	-5	7	-2	4	1	-2.3	12	-2	-0.4
Oc1ccc(Nc2nc(-c3ccccc3F)nc3ccccc23)cc1	-21	-6	0	1	-4	5	-0.5	2	0	-1.6
CCCN(CC(=O)Nc1cccc(Br)c1)CC(=O)Nc1ccc(F)c(F)c1F	9	-6	0	-3	-3	-1	3.7	-19	0	3.5
COc1ccc(CCNC(=O)CSc2nn3c(=O)c(C)nnc3s2)cc1OC	2	1	0	-3	-3	-1	-0.7	3	1	-0.2
Cc1cc(NC(=O)CN2C(=O)c3ccccc3C2=O)no1	-18	-3	-1	1	-3	-2	-1.7	8	3	-0.7
COc1ccccc1N(CC(=O)NCCc1ccccc1)C(=O)CCC(=O)Nc1nccs1	-10	3	-1	2	3	3	0.6	-5	-2	0.4
O=C(CSCC(=O)N1CCOCC1)Nc1nc(-c2ccc3c(c2)OCO3)cs1	-31	-4	.	10	0	10	0.9	-6	-5	-0.4
Cc1nnc(SCC(=O)Nc2cc(Cl)ccc2Cl)n1CC1CCCO1 (configuration not stated)	11	-17	10	6	1	-4	-1.7	11	-5	1.4
C=CCNc1nc2ccccc2nc1NS(=O)(=O)c1ccc(OC)cc1	-9	-9	-2	1	-4	2	-1.6	9	-5	-1.5
Cc1ccc2oc3nc(C)c(C(=O)Nc4cccc(C(F)(F)F)c4)cc3c(=O)c2c1	-6	-7	-3	0	-4	2	-1.5	8	3	-1.1
COC(=O)NCC(c1ccco1)N1CCN(c2ccccc2)CC1 (configuration not stated)	-19	-14	2	5	-4	5	0.7	-4	-2	-1.2
Cc1cccc(C)c1NC1=NC(=S)N(c2ccc(N(C)C)cc2)C1(C)C	8	2	-2	3	1	5	-1.0	6	-3	-2.0
CC(Oc1cc(C(F)(F)F)cc(C(F)(F)F)c1)C(=O)NC(N)=O (configuration not stated)	3	-6	-6	0	2	-3	-1.2	7	-7	-0.6
CN(C)c1oc(-c2ccc(OCc3ccc(Cl)cc3)cc2)nc1C#N	-42	-1	-5	3	-3	0	-1.2	6	-1	0.9
CC(C)(C)NC(=O)CN(C(=O)CCC(=O)Nc1nccs1)c1cccc(C(F)(F)F)c1	5	-6	-2	3	-3	-1	0.5	-2	-2	-3.0
CCCCn1c(N)c(N(CC(C)C)C(=O)c2cccc(S(=O)(=O)N3CCCCC3)c2)c(=O)[nH]c1=O	14	-23	0	-5	-2	-5	-2.2	12	-2	0.5
c1csc(CNCc2ccncc2)c1	-13	1	0	4	1	3	-2.3	12	-4	-1.0
CC(=O)NC(Cc1cc(C)ccc1C)C(=O)N1CCN(C(=O)c2ccc(Br)cc2)CC1 (configuration not stated)	7	3	-3	-3	-1	-2	0.6	-4	0	-2.3
COc1cc(CCC(=O)OCC(=O)N(CC(C)C)C2CCS(=O)(=O)C2)cc(OC)c1OC (configuration not stated)	-11	-7	-3	-2	0	4	-1.5	8	-1	-0.5
S=C(NC1CCCCC1)NN(c1ccccc1)c1ccccc1	1	8	-2	-7	1	7	5.3	-28	0	1.4
CCNC(=O)NC(=O)C(C)OC(=O)c1oc2ccc(OC)cc2c1C (configuration not stated)	-9	-6	.	-1	5	1	0.4	-2	-2	-0.6
Cc1ccc(C2=NCCn3c2c2ccccc2[n+]3[O-])cc1	9	-2	0	-2	2	4	-0.9	5	-2	0.0
CC(C)N(C(=S)Nc1cccnc1)c1ccccc1	-6	-8	-5	-3	-2	2	-2.3	11	0	28
CCC(=O)NC(=S)NNC(=O)c1ccc(O)cc1	2	-24	.	-1	-4	-4	-3.4	17	8	0.3
CCOc1ccc(C(=O)O)cc1OC	-4	11	-5	1	0	2	-2.3	10	0	0.0
COc1ccc(Nc2cc(C)nc3nc(C)nn23)c(OC)c1	-4	0	.	1	-4	1	-0.3	1	1	6.7
CC1CCN(c2ccccc2NC(=S)NC(=O)C(C)(C)C)CC1	-2	-7	-3	4	2	1	0.2	-1	-4	0.3
COc1cccc(C(C(=O)NC2CCCC2)N(Cc2ccc(C)cc2)C(=O)c2ccco2)c1OC (configuration not stated)	-3	-2	0	3	1	2	0.1	-1	2	-0.9
N/C(=N\OC(=O)C1CCCCC1)c1cccc(Br)c1	23	-6	-1	3	-4	5	-1.0	5	0	-0.9
COC(=O)[C@]1(C)N[C@H](CN(C)C(=O)c2ccc(C)cc2)[C@@H]2C(=O)N(C)C(=O)[C@@H]21	-7	4	-2	-4	-2	2	-1.6	8	-2	-0.9
Cc1cccc(NCc2ccc(N(C)C)cc2)n1	-7	-5	-2	-5	-1	-4	-2.6	14	-4	0.0
O=C1CCC(CCC(=O)N2CCCC(C(=O)c3ccc4c5c(cccc35)CC4)C2)=NN1 (configuration not stated)	4	11	6	3	0	1	0.4	-3	-1	0.5
CC1(C)C2CCC1(CS(=O)(=O)N1CCC(C(N)=O)CC1)C(=O)C2 (configuration not stated)	-15	-3	1	-3	-5	0	-1.2	7	-3	0.6
COc1ccc(-n2c(Cc3cccn3C)nnc2SCC(=O)N2CCC(C)CC2)cc1	0	-6	-4	-2	-7	0	-1.5	8	-1	2.5
CC1CC2(CCCCC2)Nc2ccc3ccccc3c21 (configuration not stated)	-5	-11	-3	0	-3	-5	-0.9	5	0	0.9
O=C(NCCc1c[nH]c2ccccc12)c1ccco1	12	-1	-4	5	-6	-5	-1.7	9	3	-1.3
CCOC(=O)C1CCCN(c2c(NCCc3ccc(Cl)cc3)c(=O)c2=O)C1 (configuration not stated)	-1	1	8	3	-6	0	-3.1	17	5	-1.2
CN(c1ccc(C(=O)N2CCN(Cc3ccc4c(c3)OCO4)CC2)cc1)S(=O)(=O)c1ccccc1	-10	-1	.	-2	-1	-1	-0.1	1	-4	-0.7
Cc1ccc2c(c1)CCCN2C(=O)c1cccs1	-5	-7	.	1	-2	0	-1.2	6	0	-1.4
CN(C)c1ccc(S(=O)(=O)N2CCCCC2)cc1NC(=O)CCNC(=O)c1ccccc1Cl	-5	-6	-3	2	-4	2	-1.0	4	-2	-1.2
CCCc1cc(C(N)=O)c(NC(=O)C2CCCO2)s1 (configuration not stated)	-10	-2	-6	-1	-5	-3	0.1	0	3	1.0
CC(C)(C)c1ccc(C(=O)Nc2nnc(C3=COCCO3)o2)cc1	12	-2	-4	2	1	1	-1.1	6	-7	-0.8
COc1ccc(CC(=O)Nc2ccc(-c3ccc4nnc(C)n4n3)cc2)cc1OC	-12	2	-8	-2	-3	4	-0.7	4	-3	-0.4
O=C(O)Cn1nnc(COc2ccccc2)n1	-19	3	-4	7	-4	7	-0.4	3	2	3.1
C=CCNc1nc(Nc2ccc(OC)cc2)nc(OC)n1	-13	-6	-4	2	-2	-1	-1.1	7	0	-4.0
CC1=C(C(=O)NCc2ccccc2)C(c2cc(Br)cc(Br)c2OC(C)C)NC(=O)N1 (configuration not stated)	15	-10	.	4	-3	1	-2.3	11	-4	-1.7
COc1cc(C2C(C(=O)c3ccco3)=C(O)C(=O)N2CCc2ccccc2)ccc1O (configuration not stated)	20	-13	-3	6	-6	0	1.3	-7	10	-1.5
O=C(Nc1ccccc1NC(=O)c1ccco1)c1ccccc1	6	-7	-5	-1	4	-7	-2.6	17	1	-0.8
O=C(NC(=S)Nc1nc2c(ccc3ccccc32)s1)c1cccs1	-7	16	-1	2	-4	1	0.9	-5	5	-0.1
CC(C)(C)CC(=O)Nc1cc2c3c(c1)CCC(=O)N3CCC2	6	-6	1	1	-1	-2	-0.4	2	-2	-0.5
O=C(CNS(=O)(=O)c1ccc([N+](=O)[O-])cc1)N/N=C\c1ccc(O)cc1	5	-1	-2	-1	-3	-1	4.5	-23	2	.
CCCCn1nnnc1SCC(=O)N(CC)CC	30	-7	-4	-1	3	1	-0.7	4	-2	1.5
CN(CC(=O)Nc1ccc(OC(F)F)cc1)S(=O)(=O)/C=C/c1ccccc1	3	6	-6	-3	1	-1	6.1	-24	4	-0.4
O=C(O)COc1ccc(C(=O)c2ccccc2)cc1	1	-6	6	0	0	2	-3.6	18	0	-2.2
Cc1cc(C)cc(NC(=O)Nc2cc(-c3ccccc3)nn2C)c1	-19	-13	-4	-2	-1	-1	-0.3	2	-2	-0.1
CC(=O)[C@@]1(O)CC[C@H]2[C@@H]3CCC4=CC(=O)CC[C@]4(C)[C@H]3[C@@H](O)C[C@@]21C	13	0	0	11	-2	2	1.4	-8	2	-2.0

(list continues)
SMILES	HTR5A inv ag	RTF Ca sens inh	CAL-PDZ inh HTS	V-ATPase pH	Keap1 Nrf2 FP	HTR5A ag	MOR-DOR ag	OPRM1-OPRD1 inv	RTF Ca sens act	LANA DNA inh
COC(=O)CCCC1=CC2=CC(=O)C(C)(OC(=O)c3cccs3)C(=O)C2=CN1C1CCCCC1 (configuration not stated)	-21	5	0	-3	-2	5	5.1	-29	1	-0.9
Nc1cc(S(=O)(=O)Nc2ccccc2Cl)ccc1N1CCCC1	-1	3	-1	-2	-4	0	-2.6	14	0	-3.3
S=c1[nH]nc(-c2ccccc2Cl)n1Cc1ccccc1	7	-6	-6	-1	-6	3	-1.8	9	-1	0.4
CCN(CC(=O)Nc1cccc(S(=O)(=O)N2CCCCC2)c1)Cc1ccccc1	19	-11	-4	0	-2	16*	1.5	-8	-6	-0.1
COc1ccccc1C/C(N)=N/OC(=O)c1ccc2c(c1)OCO2	21	1	-6	8.5*	-7	3	6.0	-31	-1	0.2
COc1cc(SC)ccc1C(=O)Nc1ccon1	4	-10	-2	1	-2	-2	-0.9	5	6	-0.3
